# T cell modulator: modulates CD8 T cell binding to vesicles; calls only at 7 µM; 2C CD8+ T cell-vesicle binding, flow cytometry; active compounds read low; actives 0.068% (n = 330,000);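 active = response, share of CD8 T cells binding vesicles, and their 90th percentile fluorescence all below set limits, cut at about 80% in these data, passing the limit was not always enough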
#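 Also added: QL9-peptide-loaded Drosophila micro-vesicles bearing Ld, ICAM-1 and B7-1; Test system: purified 2C TCR transgenic mouse naive CD8+ T cells; Measured by: cytometric PE anti-B7-1 and Alexa647 anti-CD8 signals after 1% paraformaldehyde fixation; Timing: binding step 1.5 h, 37 °C, antibody labelling 20 min, ice.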
# Myeloid diff MLP: myeloid differentiation induction | calls only at 10 µM | actives 1% (n = 360,000) | AID 624256 | ER-HoxA9 myeloid progenitors, lysozyme-GFP differentiation, flow cytometry;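 active = normalized GFP-positive differentiation at or above the plate's own cutoff, the solvent-only control mean plus 3 SD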;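 note: cells exposed to compound for four days before flow analysis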
# T cell modulator vesicle-bound %: further read-out of T cell modulator, marked with its call; double positive events, %; measured here: CD8+ vesicle-bound cell fraction;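 binding gate set so that unloaded-vesicle control wells show 10% double positive cells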
# Myeloid diff MLP GFP+ MAC1+ %: recorded beside Myeloid diff MLP, whose call it bears; GFP+ MAC1+ double positive, %; measured here: differentiation confirmed by MAC1 staining
# Active calls of the source: *; i = inactive; + = active, no number. These rows are one share of the data; count on the stated rates, not on these rows.
SMILES,T cell modulator,T cell modulator vesicle-bound %,Myeloid diff MLP,Myeloid diff MLP GFP+ MAC1+ %
Cc1cc(NC(=O)C(C)SCC(=O)Nc2ccccc2N2CCCC2)no1 (centres undefined),i,40,i,0.9
Nc1ccc(CNC(=O)OCC2c3ccccc3-c3ccccc32)cc1,i,22,i,1.2
COc1ccc2oc(C(=O)OCC(=O)Nc3ccc(OC)c(S(N)(=O)=O)c3)c(C)c2c1,i,45,i,0.7
O=C(COC(=O)/C=C/c1cc(Br)ccc1F)NC1CC1,i,28,i,0.8
Cc1ccc([C@@H]2CC=C(C(=O)O)[C@H](c3ccccc3)N2S(=O)(=O)c2ccc(C)cc2)cc1,i,32,i,1.4
C[C@H]1CN([C@@H](C)CO)C(=O)c2cccc(NC(=O)C3CC3)c2O[C@H]1CN(C)Cc1ccncc1,i,17,i,2.0
COc1ccc(S(=O)(=O)N2CCCCC2)cc1NC(=O)CCOc1cc(C)ccc1C,i,50,i,0.4
Cc1ccc(NC(=O)CSc2nnc(CNC(=O)c3ccco3)n2C)c(C)c1,i,22,i,0.8
O=C(NNC(=O)C12CC3CC(CC(C3)C1)C2)c1ccccc1O,i,26,i,0.4
C[C@H]1COC(=O)[C@@H](Cc2ccc(F)cc2)C/C=C\C[C@@H](CC(=O)N[C@@H](CO)Cc2ccccc2)C(=O)N1,i,5,i,1.3
COc1ccc([C@H]2CC(=O)C=C(c3cc(Br)ccc3OC)C2)cc1,i,9,+,1.7*
CCCCN(C(=O)C1CCCO1)c1c(N)n(CC(C)C)c(=O)[nH]c1=O (centres undefined),i,16,i,1.0
COc1ccc2c(C)c(CC(=O)N3C[C@H]4C[C@@H](C3)c3cccc(=O)n3C4)c(=O)oc2c1OC,i,55,i,1.2
CCOc1ccc2oc(C(=O)N3CCCN(C)CC3)c(C)c2c1,i,48,i,1.5
Cc1nc2ccccc2n1CC(=O)OCC(=O)N1CCC(C)CC1,i,31,i,1.4
COc1cccc(CN2CCc3[nH]c(=S)[nH]c(=O)c3C2)c1,i,7,i,0.5
CNC[C@H]1Oc2ccc(NC(=O)C3CCCCC3)cc2CC(=O)N([C@H](C)CO)C[C@@H]1C,i,8,i,0.7
CC1(c2ccc(OC(F)F)cc2)NC(=O)N(CC(=O)NC2CCCC2)C1=O (centres undefined),i,27,i,0.8
O=C(COC(=O)CNS(=O)(=O)c1cc(C(F)(F)F)ccc1Cl)NC1CC1,i,47,i,0.4
Cc1cc(OCC(=O)NCC(c2cccs2)N2CCOCC2)ccc1C(C)C (centres undefined),i,32,i,0.6
O=C(COC(=O)c1ccc(Br)o1)Nc1cccc(S(=O)(=O)N2CCOCC2)c1,i,36,i,1.2
CCC(C)NC(=O)C1CCC(=O)N1CCc1ccccc1 (centres undefined),i,62,i,0.9
Cc1cc(Br)cc(Cl)c1OCC(=O)N1CCN(C(=O)c2ccco2)CC1,i,46,i,1.3
CC(=O)c1ccc(N2CCN(C(=O)c3ccc(C(=O)c4ccccc4)cc3)CC2)cc1,i,35,i,0.6
C=CCNC(=O)c1ccc2c(c1)S(=O)(=O)c1ccccc1C2=O,i,20,i,1.4

# Reprinted from the entries so far, 3 compounds:
SMILES,T cell modulator,T cell modulator vesicle-bound %,Myeloid diff MLP,Myeloid diff MLP GFP+ MAC1+ %
Cc1cc(NC(=O)C(C)SCC(=O)Nc2ccccc2N2CCCC2)no1 (centres undefined),i,40,i,0.9
Nc1ccc(CNC(=O)OCC2c3ccccc3-c3ccccc32)cc1,i,22,i,1.2
COc1ccc2oc(C(=O)OCC(=O)Nc3ccc(OC)c(S(N)(=O)=O)c3)c(C)c2c1,i,45,i,0.7

# Next structures follow.
SMILES,T cell modulator,T cell modulator vesicle-bound %,Myeloid diff MLP,Myeloid diff MLP GFP+ MAC1+ %
O=C(CN1C(=O)NC2(CCCCCC2)C1=O)c1ccc(Cl)cc1,i,16,i,0.0
CCN(C(=O)COc1ccc(N(C)S(=O)(=O)c2ccc(NC(C)=O)cc2)cc1)C1CCCCC1,i,8,i,0.4
O=C(CCCSc1ccccc1)Nc1ccc(Cl)c(S(=O)(=O)N2CCOCC2)c1,i,32,i,0.8
Cc1ccc(C(=O)COC(=O)c2nc3nccc(C)n3n2)c(C)c1,i,7,i,0.6
O=C(c1cc(-c2ccccc2)nn1-c1ccccc1)N1CCN(S(=O)(=O)c2cccc(F)c2)CC1,i,23,i,0.4
CCOC(=O)C1CCCN(S(=O)(=O)c2cc3c4c(c2)CCC(=O)N4CCC3)C1 (centres undefined),i,44,i,0.9
C[C@H](CO)N1C[C@H](C)[C@@H](CN(C)Cc2ccc(-c3ccccc3)cc2)Oc2c(NS(=O)(=O)c3cccs3)cccc2C1=O,i,13,i,1.6
Cc1ccc(C(=O)NCC(=O)OC(C)C(=O)NC2CCCc3ccccc32)cc1 (centres undefined),i,22,i,0.0
CC[C@H](C)Cc1cn([C@@H](CCCCN)C(=O)NCCCCCCCCCCC(=O)N2CCNCC2)nn1,i,37,i,1.7
CSc1ncccc1C(=O)Nc1ccc2c(c1)OCO2,i,28,i,1.0
CCOc1ccc(NS(=O)(=O)c2ccc(C(=O)N3CCCC(C)C3)cc2)cc1 (centres undefined),i,47,i,1.0
CCN(C(=O)COC(=O)CC1CCCCC1)c1c(N)n(Cc2ccccc2)c(=O)[nH]c1=O,i,40,i,0.5
O=C(c1cccc(C(F)(F)F)c1)N1CCC(=O)N(C(CO)Cc2ccccc2)CC1 (centres undefined),i,23,i,2.1
Cc1cc(C(=O)COc2ccc(C#N)cc2)c(C)n1CC1CCCO1 (centres undefined),i,32,i,0.9
O=C(NCc1ccccn1)c1cccc(S(=O)(=O)Nc2ccccc2Cl)c1,i,32,i,0.7
CCN(CC(=O)Nc1ccc(NC(C)=O)cc1)C(=O)c1cc(CN2C(=O)c3ccccc3C2=O)ccc1OC,i,29,i,0.5
Cc1ccc(NC(=O)CSc2nnc(Cc3csc(C)n3)o2)c(C)c1,i,47,i,1.4
CN(C(=O)COC(=O)C12CC3CC(CC(Cl)(C3)C1)C2)C1(C#N)CCCCC1,i,13,i,0.8
CC(=O)Nc1ccc(NC(=O)C(C)Sc2n[nH]c(-c3ccc(C)cc3)n2)cc1 (centres undefined),i,31,i,0.5
COc1ccc([C@H]2CC(=O)C=C(c3ccccc3Oc3ccccc3)C2)cc1,i,26,i,0.7
O=C(CCNS(=O)(=O)c1ccccc1C(F)(F)F)Nc1ccncc1,i,35,i,0.8
Cc1ccccc1NC(=O)c1cnn(-c2ccccc2)c1C,i,44,i,0.9
COc1cc(OC)cc(C(=O)NC(C(=O)NCc2ccccn2)C(C)C)c1 (centres undefined),i,31,i,3.0
O=C1CCN(Cc2ccccc2)C=C1c1ccc2ccccc2c1,i,27,i,1.7
O=C(Nc1ccccc1)c1nc[nH]c1C(=O)N1CCc2ccccc2C1,i,28,i,1.1

# The results go on.
SMILES,T cell modulator,T cell modulator vesicle-bound %,Myeloid diff MLP,Myeloid diff MLP GFP+ MAC1+ %
O=C(NC(Cc1ccccc1)C(=O)N1CCCCC1)c1ccccc1 (centres undefined),i,55,i,2.0
Cc1cc(C(=O)COC(=O)c2ccc(NC(=O)CC#N)cc2)c(C)n1CCc1ccc(F)cc1,i,29,i,2.4
Cc1ccc(Cn2c(C3CCCN3c3nc(C)cs3)nc3cc(C(=O)NCCCO)ccc32)cc1 (centres undefined),i,17,i,0.3
O=C(Nc1ccncc1)C1CCN(S(=O)(=O)c2cccc(C(F)(F)F)c2)CC1,i,41,i,0.3
CC1CN(C(=O)COC(=O)COc2ccc(C#N)cc2)CC(C)O1 (centres undefined),i,43,i,0.1
COc1ccc(C(=O)Nc2c(C)cc(C)cc2C)cc1OC,i,28,i,0.3
Cc1ccc(OCCCC(=O)NNC(=O)c2ccncc2)cc1,i,44,i,0.9
CCOc1ccc(Nc2ccc(S(=O)(=O)N3CCN(C)CC3)cc2[N+](=O)[O-])cc1OCC,i,45,i,0.7
CC(C)Oc1ccc(S(=O)(=O)N2CCOCC2)cc1NC(=O)C1CCCC1,i,21,i,0.1
COC(=O)CCCC(=O)N(C)CC1CCCN(CCc2ccccc2C)C1 (centres undefined),i,56,i,0.4
CC1CN(S(=O)(=O)c2cccc(C(=O)N(CCc3ccccc3)Cc3ccccc3)c2)CC(C)O1 (centres undefined),i,30,i,0.5
O=S(=O)(Nc1cccc(-c2ccc3nncn3n2)c1)c1cc(F)ccc1F,i,45,i,0.9
CC1CCN(S(=O)(=O)CCNC(=O)c2ccc(F)cc2)CC1,i,28,i,0.4
C[C@H]1CC[C@]2(O[C@@H](CCO)C[C@H](O)[C@H]2O)O1,i,29,i,1.1
COc1cc(C(=O)Nc2cc(C(F)(F)F)ccc2N2CCOCC2)ccc1OCC(=O)N1CCOCC1,i,38,i,0.5
CC(N=C1NS(=O)(=O)c2ccccc21)C(=O)NCc1ccc(F)cc1 (centres undefined),i,35,i,1.5
CCCCC1=CC2=CC(=O)C(C)(OC(=O)CC)C(=O)C2=CN1c1cccc(C#N)c1 (centres undefined),i,39,i,0.4
CC12CCC(=O)N1C(C(=O)Nc1ccccc1N1CCCCC1)CS2 (centres undefined),i,31,i,0.5
CN(CC(=O)Nc1ccccc1Cl)C(=O)Cn1cc(C(F)(F)F)ccc1=O,i,25,i,0.5
CC1CCN(C(CNS(=O)(=O)c2ccccc2)c2ccccc2)CC1 (centres undefined),i,35,i,0.9
COc1ccccc1NC(=O)/C=C\c1ccco1,i,39,i,0.7
C=CCN(c1ccccc1OC)S(=O)(=O)c1cccc(C(=O)NC2=NCCS2)c1,i,35,i,0.8
CC(C)CN(C1CCS(=O)(=O)C1)S(=O)(=O)c1ccc(C(C)C)cc1 (centres undefined),i,28,i,0.4
C[C@H](NC(=O)c1nc[nH]c1C(=O)NCc1ccccc1)c1ccccc1,i,27,i,1.7
CCSc1ccc([C@@H]2[C@H]3C(=O)N(CC)C(=O)[C@H]3[C@]3(C(=O)OC)CCCCN23)cc1OC,i,9,i,1.2

# One compound at a time, as listed above.
# `COc1ccc(C(=O)Nc2c(C)cc(C)cc2C)cc1OC` as listed: T cell modulator: i; T cell modulator vesicle-bound %: 28; Myeloid diff MLP: i; Myeloid diff MLP GFP+ MAC1+ %: 0.3
# `COc1ccccc1NC(=O)/C=C\c1ccco1` as listed: T cell modulator: i; T cell modulator vesicle-bound %: 39; Myeloid diff MLP: i; Myeloid diff MLP GFP+ MAC1+ %: 0.7

# The list continues:
molecule	T cell modulator	T cell modulator vesicle-bound %	Myeloid diff MLP	Myeloid diff MLP GFP+ MAC1+ %
COc1ccc(S(=O)(=O)Nc2cccc3c2O[C@H](CN(C)CC2CC2)[C@@H](C)CN([C@H](C)CO)C3=O)cc1	i	56	i	1.9
Cc1ccccc1NC(=O)c1ccccc1N(C)S(=O)(=O)c1ccccc1	i	31	i	0.7
O=C(COC(=O)c1ccccc1[N+](=O)[O-])NC(=O)c1ccccc1	i	53	i	0.5
CC1CN(C(=O)COC(=O)c2cc3ccccc3cc2O)CC(C)O1 (centres undefined)	i	32	i	1.1
COc1cccc(CN(C)C(=O)c2cc(S(=O)(=O)N3CCCCCC3)ccc2OC)c1	i	44	i	0.2
CC(C)NC(=O)N(C)C[C@H]1Oc2ccc(NS(=O)(=O)c3ccccc3)cc2C(=O)N([C@H](C)CO)C[C@@H]1C	i	11	i	0.9
CC[C@@H]1C=C(C(=O)O)[C@H](c2ccc(OC)c(OC)c2)N1S(=O)(=O)c1ccc(C)cc1	i	12	i	1.0
C=CC(C)(C)c1c2occc2c(O)c2ccc(=O)oc12	i	12	i	1.3
CC(Sc1nc2ccccc2c(=O)n1C)C(=O)Nc1ccc2c(c1)OCCO2 (centres undefined)	i	43	i	2.6
CCOc1ccc(NS(=O)(=O)c2ccc(C(=O)NCc3ccccn3)cc2)cc1	i	50	i	0.4
COC(=O)[C@H](Cc1ccccc1)NC(=O)[C@@H](N)CC(=O)O	i	29	i	3.6
COc1ccc(CN2[C@@H](CC(C)=O)c3ccc(/C=C/C(C)=O)cc3S2(=O)=O)cc1	i	17	i	2.5
COc1ccc([N+](=O)[O-])c(OC)c1C(=O)NC(=O)Nc1c(F)c(F)c(F)c(F)c1F	i	8	i	0.6
CN(C)CCCC1Sc2ccccc2Sc2ccccc21 (centres undefined)	i	31	i	0.2
Cc1cc(C(=O)OCC(=O)NCCN2C(=O)CSC2=O)ccc1[N+](=O)[O-]	i	22	i	0.8
Cc1ccc(NC(=O)C(C)OC(=O)Cc2c[nH]c3ccccc23)cc1S(=O)(=O)N1CCOCC1 (centres undefined)	i	17	+	1.0*
O=C(NCCC1=CCCCC1)c1cc(S(=O)(=O)N2CCOCC2)ccc1F	i	31	i	0.6
O=C1c2ccccc2S(=O)(=O)c2cc(C(=O)N3CCC(O)CC3)ccc21	i	27	i	1.4
